Compound activity from PubChem BioAssay.
E-sel TNF inh – E-selectin induction blockers in HUVEC – imaging, immunofluorescence, high content, primary screen | AID 1246, 2008 | HUVEC TNFa-induced E-selectin immunofluorescence | 120,000 tested, 0.71% active | inhibition, % at 2 µM;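 active means inhibition above the batch mean plus 3 SD, and confirmed as a hit on visual image review, cut at about 43% in these data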;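 further: 0% = TNF-stimulated DMSO wells and 100% = unstimulated control wells; not every result past the cut was called active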
MRP-1 activ – H69AR viability gain despite doxorubicin, primary screen, MRP-1 activator project, H69AR cells, CellTiter-Glo. viability rescue. viability increase, % at 10 µM. 140,000 tested, 0.61% active;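 active means viability gain under doxorubicin at or above a set limit, the compound median plus 3 SD, cut at about 4.7% in these data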;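 further: MRP-1 overexpressing cells given doxorubicin 25 µM after compound pretreatment; 18-22 h compound pretreatment then 72 h with doxorubicin before readout; 0% = doxorubicin-only wells and 100% = vehicle-treated cells without doxorubicin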
Phagocytosis inh – inhibitors of macrophage phagocytosis, primary screen, imaging, J774A.1 cells, IgG beads | inhibition, % at 5 µM | J774A.1 macrophage IgG-bead phagocytosis | 110,000 tested, 0.07% active | AID 1029, 2008;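 active means inhibition above the mean of the plate negative controls plus 5 SD, cut at about 13% in these data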;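 further: phagocytic index as fraction of beads internalized from green versus red external bead signal; plate controls were DMSO negative control for no effect and cytochalasin-D positive control for full effect; some results beyond the cut were filed as inactive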
bCat KO growth – primary screen for growth suppressors in beta-catenin knockout HCT116 cells (colon tumor, human). HCT116 beta-catenin knockout viability, CellTiter-Glo, 60 h; active compounds read low. viability, % at 10 µM. 140,000 tested, 1.5% active;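 active means viability at or under a set limit, the compound median less 4 SD, cut at about 6% in these data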;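 further: 0% = Hyamine 1622 control at 20 µM and 100% = untreated cell control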
Yeast lifespan up – compounds extending yeast replicative lifespan, primary screen, S. cerevisiae, OD615; inhibition of the nicotinamide effect, % at 10 µM; S. cerevisiae growth with nicotinamide; deaD strain in restrictive glucose medium; 130,000 tested, 0.68% active; AID 775, 2007;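 active means inhibition above a set limit, placed 3 SD over the median of all compounds, cut at about 26% in these data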;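 further: 0% = nicotinamide-treated wells and 100% = cells grown without nicotinamide; some compounds called inactive have numbers as strong as hits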
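Test system: DeaD-strain S. cerevisiae / Buffer or medium: restrictive glucose medium / Also added: nicotinamide 1.5 mM / Doses: one concentration, 10 µM, DMSO 0.25% / Schedule: 48 h at 30 °C / Signal: OD615 measurement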
Measles CPE – compounds protecting cells from measles virus cytopathic effect, primary screen, measles RdRp inhibitor project, single point, MLSMR library, absorbance. Measles virus-infected cells, CPE protection. protection (pct of control), % at 4 µM. 140,000 tested, 1.5% active. AID 841, 2007; in the data active means protection mostly above about 24%, no sharp cut-off; inactive means mostly below about 26%; further: some compounds called inactive have numbers as strong as hits
BB579 growth dn – growth inhibitors of yeast BB579 in restrictive medium, primary screen, yeast lifespan-shortening project, S. cerevisiae; OD615, 48 h; inhibition, % at 10 µM; 140,000 tested, 0.51% active;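 active means inhibition above a set limit, 3 SD over the mean compound inhibition, cut at about 44% in these data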; further: inactives centre near -24
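Assay system: S. cerevisiae DeaD strain BB579 yeast. Medium: CSMM-D restrictive synthetic medium containing dextrose (glucose). Times: 4 h cell preincubation, 48 h compound exposure, 30 °C humidified. Signal: OD615 turbidity measurement. Benchmarks: positive control amphotericin B 10 µg/mL.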
HCT116 PTEN-null – growth suppression of PTEN-null HCT116, primary screen, cell-based, CellTiter-Glo. HCT116 PTEN-null viability, 60 h; active compounds read low. viability, % at 10 µM. 140,000 tested, 1.2% active. AID 827, 2007;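 active means viability at or below a set limit, 4 SD under the median of all tested compounds, cut at about 3.7% in these data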;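 further: PTEN knockout HCT116 line with beta catenin targeted HCT116 as companion control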
NPY Y2 blocker – NPY-Y2 receptor antagonists, primary screen, cell-based | NPY-Y2 expressing cells, antagonist mode | inhibition, % at 2.7 µM | 140,000 tested, 0.99% active | Neuropeptide Y receptor type 2 (Homo sapiens), P49146 | AID 793, 2007; in the data active means inhibition above about 17%;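 further: 0% = vehicle with agonist challenge and 100% = reference antagonist with challenge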
Target sequence (P49146 whole entry, looked up): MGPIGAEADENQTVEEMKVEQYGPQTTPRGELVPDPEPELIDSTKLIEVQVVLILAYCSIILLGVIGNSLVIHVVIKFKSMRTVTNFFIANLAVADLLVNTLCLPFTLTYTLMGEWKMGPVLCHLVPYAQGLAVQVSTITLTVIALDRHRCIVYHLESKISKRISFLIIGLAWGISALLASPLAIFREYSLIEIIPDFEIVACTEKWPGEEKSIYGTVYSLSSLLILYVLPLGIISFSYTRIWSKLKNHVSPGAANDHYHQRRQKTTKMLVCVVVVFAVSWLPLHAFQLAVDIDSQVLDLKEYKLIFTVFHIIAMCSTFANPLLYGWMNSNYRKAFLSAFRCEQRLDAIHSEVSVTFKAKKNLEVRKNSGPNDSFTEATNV
GALR2 antag – GALR2 antagonists in receptor-expressing cells, primary screen; antagonist mode; 140,000 tested, 0.39% active; Galanin receptor type 2 (Homo sapiens), O43603; inhibition, % at 4 µM; in the data active means inhibition above about 27%;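 further: cells stimulated with galanin 1-16 at roughly its EC80; 0% = agonist challenge control and 100% = basal control without agonist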
Target sequence (O43603 whole entry, looked up): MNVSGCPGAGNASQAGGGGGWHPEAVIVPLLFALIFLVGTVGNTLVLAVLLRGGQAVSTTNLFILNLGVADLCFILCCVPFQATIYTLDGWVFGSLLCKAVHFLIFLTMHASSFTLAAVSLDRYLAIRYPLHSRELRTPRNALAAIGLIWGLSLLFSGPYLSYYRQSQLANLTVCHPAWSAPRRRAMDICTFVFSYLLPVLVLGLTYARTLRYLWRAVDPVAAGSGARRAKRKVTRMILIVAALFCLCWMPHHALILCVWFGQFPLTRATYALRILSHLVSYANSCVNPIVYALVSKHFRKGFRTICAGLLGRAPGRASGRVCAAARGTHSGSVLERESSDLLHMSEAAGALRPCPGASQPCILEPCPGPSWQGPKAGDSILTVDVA
Active calls of the source: *; / = no result given.

#	compound	E-sel TNF inh	MRP-1 activ	Phagocytosis inh	bCat KO growth	Yeast lifespan up	Measles CPE	BB579 growth dn	HCT116 PTEN-null	NPY Y2 blocker	GALR2 antag
1	COC(=O)c1cccc(NC2CC(=O)N(c3ccc(OC)c(OC)c3)C2=O)c1 (centres undefined)	/	0.5	-1	91	-4	4	-63	102	1	18
2	COc1ccc(OCC(O)COc2ccc(OC)cc2)cc1	-10	-3.7	0	94	-7	3	-7	107	4	3
3	CN(C(=O)CCN1C(=O)C(C)(C)Nc2ccccc21)c1ccccc1	27	-0.9	2	99	5	25	-38	82	-1	-8
4	N#Cc1c(Nc2ccccc2)sc(C(=O)C2CC2)c1N	/	0.9	-3	89	4	5	-25	98	-1	8
5	O=C(C1CC1)N1CCc2cc(Br)cc(S(=O)(=O)N3CCOCC3)c21	-4	-5.1	-1	93	-16	19	-31	96	-1	-5
6	CC(NC(=O)C1CCCO1)c1ccccc1 (centres undefined)	21	-0.6	-1	87	3	8	-57	96	3	1
7	O=C1CC(=C(c2ccccc2)c2ccccc2)C(=O)N1CCCCN1CCN(c2ccccc2)CC1	5	-2.6	2	9	-12	2	-10	13	14	3
8	CCCN1CCN(CCCNC(=O)Cn2ncc3c4ccccc4n(C)c3c2=O)CC1	/	-3.0	/	97	-3	14	-21	94	0	3
9	S=c1[nH]nc(-c2ccccn2)n1/N=C/c1ccccc1	-4	-1.5	4	89	2	9	-17	96	-1	5
10	O=C(Nc1ccc2c(c1)CCC2)c1cccc(F)c1	-22	-0.8	0	73	-7	7	-11	59	3	2
11	CC(=O)CSc1nnc(-c2cnccn2)n1-c1ccccc1	0	0.6	-1	96	-3	13	-41	103	-1	-15
12	COc1cccc(Nc2nc3ccccc3n3cnnc23)c1	/	-3.6	-1	70	-15	20	-5	71	2	3
13	CN(Cc1cn(-c2ccccc2)nc1-c1ccc(Cl)cc1)C(=O)CCC(=O)O	/	-2.9	-4	103	8	4	-27	93	0	4
14	COc1cc2c(cc1OC)C1=C(C#N)CC/C(=N\S(=O)(=O)c3ccccc3)N1CC2	/	-1.7	0	92	-15	4	-6	98	3	-4
15	C/C(=N\NC(=S)NC1CCCCC1)c1ccccc1	9	-3.5	/	79	-6	2	-14	92	8	-3
16	Cc1cccc(N2CCN(C(=O)CC(NC(=O)c3ccccc3)c3ccccc3)CC2C)c1 (centres undefined)	0	-1.6	-3	74	-5	5	-4	72	4	-7
17	Cc1cccc(OCCOC(=O)C2CCN(S(=O)(=O)c3cccs3)CC2)c1	/	1.3	0	99	3	10	-9	99	10	3
18	CC(=O)c1cccc(NC(=O)CSc2nnc(-c3ccc(S(=O)(=O)N4CCCC4)cc3)o2)c1	/	-0.8	-1	105	-9	14	-31	97	0	-5
19	O=C(/C=C/c1ccco1)Oc1cc(Br)cc(/C=N/NC(=O)c2ccccc2O)c1	/	0.0	-14	8	-8	4	-18	7	3	27
20	CC1CN(c2ccccc2)C(=O)CS1 (centres undefined)	-41	-1.5	0	85	-20	8	-42	93	3	-1

5 compounds from above, ordered by formula weight, high to low.
#	compound	E-sel TNF inh	MRP-1 activ	Phagocytosis inh	bCat KO growth	Yeast lifespan up	Measles CPE	BB579 growth dn	HCT116 PTEN-null	NPY Y2 blocker	GALR2 antag
14	COc1cc2c(cc1OC)C1=C(C#N)CC/C(=N\S(=O)(=O)c3ccccc3)N1CC2	/	-1.7	0	92	-15	4	-6	98	3	-4
17	Cc1cccc(OCCOC(=O)C2CCN(S(=O)(=O)c3cccs3)CC2)c1	/	1.3	0	99	3	10	-9	99	10	3
13	CN(Cc1cn(-c2ccccc2)nc1-c1ccc(Cl)cc1)C(=O)CCC(=O)O	/	-2.9	-4	103	8	4	-27	93	0	4
15	C/C(=N\NC(=S)NC1CCCCC1)c1ccccc1	9	-3.5	/	79	-6	2	-14	92	8	-3
20	CC1CN(c2ccccc2)C(=O)CS1 (centres undefined)	-41	-1.5	0	85	-20	8	-42	93	3	-1

From compound 11 to 16, as listed above:
#	compound	E-sel TNF inh	MRP-1 activ	Phagocytosis inh	bCat KO growth	Yeast lifespan up	Measles CPE	BB579 growth dn	HCT116 PTEN-null	NPY Y2 blocker	GALR2 antag
11	CC(=O)CSc1nnc(-c2cnccn2)n1-c1ccccc1	0	0.6	-1	96	-3	13	-41	103	-1	-15
12	COc1cccc(Nc2nc3ccccc3n3cnnc23)c1	/	-3.6	-1	70	-15	20	-5	71	2	3
13	CN(Cc1cn(-c2ccccc2)nc1-c1ccc(Cl)cc1)C(=O)CCC(=O)O	/	-2.9	-4	103	8	4	-27	93	0	4
14	COc1cc2c(cc1OC)C1=C(C#N)CC/C(=N\S(=O)(=O)c3ccccc3)N1CC2	/	-1.7	0	92	-15	4	-6	98	3	-4
15	C/C(=N\NC(=S)NC1CCCCC1)c1ccccc1	9	-3.5	/	79	-6	2	-14	92	8	-3
16	Cc1cccc(N2CCN(C(=O)CC(NC(=O)c3ccccc3)c3ccccc3)CC2C)c1 (centres undefined)	0	-1.6	-3	74	-5	5	-4	72	4	-7

Other records:
#	compound	E-sel TNF inh	MRP-1 activ	Phagocytosis inh	bCat KO growth	Yeast lifespan up	Measles CPE	BB579 growth dn	HCT116 PTEN-null	NPY Y2 blocker	GALR2 antag
21	O=C(CC1(O)C(=O)N(Cc2ccccc2Cl)c2ccccc21)c1ccco1 (centres undefined)	3	-4.1	0	12	-9	23	-38	11	-1	-10
22	COc1ccccc1OC(=O)c1ccc(SC)cc1OC	-16	1.4	-2	87	-14	4	-38	91	1	5
23	COc1ccccc1C(=O)NCCn1ccc2ccccc21	-20	0.2	/	97	-7	6	-22	103	5	3
24	O=C1c2ccccc2NC(c2ccccc2)N1c1ccc(O)cc1 (centres undefined)	/	-0.9	-1	96	-4	3	17	97	2	8
25	O=C(/C=C/c1ccc([N+](=O)[O-])cc1)NCCSc1ccccc1	22	-1.2	1	103	-3	2	-20	106	9	10
26	CCC(C)[C@H](NC(=O)N1CCN(c2cccc(C(F)(F)F)c2)CC1)C(=O)OC (some centres undefined)	5	1.6	-1	85	-11	14	-37	86	1	9
27	COc1cc(OC)cc(C(=O)NCCOc2ccccc2)c1	14	-2.3	0	91	-15	32	-20	101	1	-5
28	CCCCn1c(N)c(N(CC)C(=O)CCc2ccccc2)c(=O)[nH]c1=O	/	-2.2	-11	84	-1	27	-11	98	2	-6
29	CCn1ncc(/C=C/C(=O)Nc2c(C)nn(CC)c2C)c1C	-72	-0.9	-2	100	-1	23	-14	86	3	12
30	COc1ccc(NS(=O)(=O)c2ccc3nc(COc4ccc(C#N)cc4)[nH]c3c2)cc1	/	3.7	-4	69	3	4	-25	72	1	-1
31	O=C(CSc1nc2ccccc2o1)NCC(=O)c1ccccc1	15	-2.6	4	98	-11	3	-30	101	7	6
32	CCOC(=O)C1CCN(C2CC(=O)N(c3ccc(OCC)cc3)C2=O)CC1 (centres undefined)	-14	0.1	/	95	-5	5	-24	97	-1	-3
33	O=C(O)C1C2C=CC(C2)C1C(=O)N1CCc2ccccc21 (centres undefined)	36	-1.4	4	102	-11	14	-52	106	-1	-5
34	CCOCCc1nnc(NC(=O)CSc2ccccc2)s1	-24	-0.8	9	104	-9	7	-25	101	-1	-6
35	O=C(NCCc1ccccc1)C(=O)NCC1(c2ccccc2)CCCC1	-1	0.1	/	83	-9	9	-28	105	-1	-7
36	Cc1ccc(Oc2ncc(CN3CC(C)OC(C)C3)s2)cc1 (centres undefined)	13	1.0	/	86	-16	5	-26	88	-1	5
37	CC(C)CSc1nc2ccccc2n1CC(N)=O	/	0.4	-1	99	-7	10	-4	110	2	13
38	O=C(COc1ccccc1)NCC(=O)N/N=C/c1ccco1	/	0.7	-4	101	4	8	-9	105	2	7
39	CC(C)OC(=O)CN1C(=O)S/C(=C/c2ccc(N3CCCCC3)o2)C1=O	-4	-2.4	-1	93	10	18	-49	89	5	23
40	CCC(CC)C1C(C#N)=C(N)Oc2n[nH]c(C)c21 (centres undefined)	8	-2.6	-2	54	11	4	-44	75	2	-4
41	CN(C)c1nc(N)nc(CSc2nnnn2C)n1	7	0.6	-1	98	-15	8	-2	91	1	8
42	C=CCC1(O)C(=O)Nc2ccccc21 (centres undefined)	-13	-1.1	0	96	-4	22	-31	98	1	5
43	CC(=O)N1CCc2cc(S(=O)(=O)CCC(=O)N3CCN(c4ccccn4)CC3)ccc21	-16	-1.8	/	84	/	1	-10	85	2	6
44	COc1ccc(C)cc1NC(=O)CN(C)S(=O)(=O)c1cnc[nH]1	7	-1.5	4	92	-2	7	-66	102	1	-12
45	CCN1CCCC1CNC(=O)Cn1ncc2c(=O)oc3ccc(C)cc3c21 (centres undefined)	/	-2.6	-1	106	-2	7	-28	105	2	-4
46	COc1ccc(CNC(=O)c2ccc(Br)o2)cc1	/	-0.6	/	101	5	5	-42	101	2	8
47	O=C(Nc1cccc(O)c1)c1noc2c1CCc1ccccc1-2	10	-0.3	/	95	-18	3	-26	99	4	-7
48	Brc1cccc(CN2CCCCCCC2)c1	/	-0.9	0	84	-2	3	-10	83	5	-4
49	CCOc1ccc(NC(=O)Cn2nnc(-c3ccccc3F)n2)cc1	-7	-0.6	-1	89	-17	14	-14	88	6	0
50	NC(=O)CCS(=O)(=O)CCN1CCCCC1	0	0.4	-6	91	-2	2	25	104	0	-6
51	COc1ccc(C2C(=O)N(C3CCCCC3)CC(=O)N2C2CCCCC2)cc1 (centres undefined)	-2	-1.6	0	86	0	9	-70	92	-1	-4
52	CC(Oc1ccccc1F)C(=O)/C=C/N(C)C (centres undefined)	1	0.9	2	96	-2	4	-17	106	3	-15
53	CO/N=C(\Cn1ncc(N2CCCC2)c(Br)c1=O)c1ccc(Cl)cc1	-12	-0.4	/	96	12	18	11	94	12	8
54	COCCCNc1nc(=S)[nH]c2cc(OC)c(OC)cc12	15	-2.7	0	98	-2	7	-52	98	1	-3
55	CCCCCCn1c(N2CCN(c3cccc(Cl)c3)CC2)nc2c1c(=O)[nH]c(=O)n2C	/	-2.7	/	68	-21	4	-41	64	-1	2
56	COc1ccc(-n2c(SCC(=O)Nc3nc(C)cs3)nnc2-c2ccoc2C)cc1	-3	-3.9	/	83	/	9	-14	86	3	-1
57	Cc1ccc(C(=O)ONc2ccc(N=NC(=O)c3ccccc3O)cc2)cc1	-22	-2.6	-1	7	-6	6	-30	26	2	-4

Compounds as they come; about 6.1% have a hit in one of these screens.
